FUS suppressor = FUS proteinopathy suppression in yeast. S. cerevisiae FUS-expressing, growth rescue, OD600, 24 h. AID 1347120. Potency, µM (highest dose often 76.6 µM), for the others: at the highest dose growth rescue (activation), usual class: activators. 0.24% of 390,000 active;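 note: plate controls were DMSO vehicle for no effect and reference control for full effect; nearly all actives have a fitted effect of over 55% in size; some results filed as inactive show a strong effect at the top dose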
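Cultures pregrown in 2.5% raffinose medium are shifted to minimal medium containing 2% galactose to express toxic FUS. Compounds are tested at several concentrations. After 24hr at 30C, growth is quantified at 600 nm absorbance.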
aSyn yeast inh = inhibitors of alpha-synuclein toxicity in yeast; Yeast expressing alpha-synuclein, growth rescue, BacTiter-Glo, 24 h; 0.14% of 370,000 active; Potency, µM (titrated, usually from 46.1 µM), for the others: at the top dose growth rescue (activation), actives largely listed as activators; note: % of control where 0% means no effect; nearly all actives have a fitted effect of over 65% in size
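Galactose-induced alpha-syn yeast (OD600=0.02, raffinose-pregrown) + pinned cpd, 24 hr, 30 deg C; growth by BacTiter-Glo luminescence. Growth restoration scores as activation.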
PTHR1 ag = agonists of human PTHR1 parathyroid hormone receptor | HEK293 GP2 PTHR1 cells, GloSensor cAMP luminescence, 1 h | Potency, µM (doses to about 115 µM), for inactives: at the highest dose activation, actives largely listed as activators | 0.075% of 410,000 active | AID 743266 | Q03431; note: nearly all actives have a fitted effect of over 55% in size; some results filed as inactive show a strong effect at the top dose; inactives centre near -15; many of its hits are not listed in these tables
Target sequence (Q03431 whole entry, looked up): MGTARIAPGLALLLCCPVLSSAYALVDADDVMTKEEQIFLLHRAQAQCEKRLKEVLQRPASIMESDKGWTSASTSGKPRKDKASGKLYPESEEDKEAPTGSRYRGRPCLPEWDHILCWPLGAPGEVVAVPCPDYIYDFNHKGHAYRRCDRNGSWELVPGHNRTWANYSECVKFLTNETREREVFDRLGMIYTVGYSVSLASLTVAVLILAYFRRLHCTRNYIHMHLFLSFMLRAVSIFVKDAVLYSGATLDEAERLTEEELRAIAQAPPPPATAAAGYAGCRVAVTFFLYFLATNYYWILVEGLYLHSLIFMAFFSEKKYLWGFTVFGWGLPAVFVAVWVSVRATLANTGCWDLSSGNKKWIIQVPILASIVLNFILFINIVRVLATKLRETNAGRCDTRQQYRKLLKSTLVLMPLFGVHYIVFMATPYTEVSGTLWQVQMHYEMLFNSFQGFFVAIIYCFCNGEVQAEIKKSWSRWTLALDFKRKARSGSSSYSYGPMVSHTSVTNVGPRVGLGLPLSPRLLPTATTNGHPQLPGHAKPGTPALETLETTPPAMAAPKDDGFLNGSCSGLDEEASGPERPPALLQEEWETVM
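HEK-293-derived GP2 cells expressing PTHR1 and a GloSensor cAMP reporter, 3,000/well, plated overnight, given luciferin plus IBMX (each 0.5 mM as added) for 1 h at 37 °C, then compound for 1 h at 37 °C. Luminescence was read after 15 min at room temperature.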
TDP-43 yeast inh = inhibitors of TDP-43 toxicity in yeast; 1.8% of 410,000 active; AID 652104; TDP-43 expressing yeast growth rescue, BacTiter-Glo, 24 h; Potency, µM (top dose mostly 46.1 µM), without a hit: at the top dose growth rescue (activation), usual class: activators; note: % of control where 0% means no effect; nearly all actives have a fitted effect of over 50% in size
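Galactose-induced TDP-43 yeast, OD600=0.02, compound pinned; 24 hr, 30 deg C; BacTiter-Glo luminescence for growth. Inhibitors of TDP-43 toxicity read as activators.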
* = called active by the depositor; i = inactive; ? = inconclusive; . = no result given; & = joins results of further samples. Calls come from the whole dose curve; as a rule, active = well fitted curve in the direction sought with a large enough effect; inconclusive = small, poorly fitted or top-dose-only effect, or another doubt; inactive = no such curve, though single readings can be large; an effect the other way counts as inactive or inconclusive. Potency is the fitted concentration of half-maximal effect.

structure | FUS suppressor | aSyn yeast inh | PTHR1 ag | TDP-43 yeast inh
Cc1nc2c([nH]1)c(=O)n(C)c(=O)n2Cc1ccco1 | . | -3%&-1%&-2% | . | .
CC(=O)O[C@@]12CO[C@@H]1C[C@H](O)[C@@]1(C)C(=O)[C@H](O)C3=C(C)[C@@H](OC(=O)[C@H](O)[C@@H](NC(=O)OC(C)(C)C)c4ccccc4)C[C@@](O)([C@@H](OC(=O)c4ccccc4)[C@H]21)C3(C)C | . | 2% | . | .
CCCCN(CCCC)CC(O)c1cc(Cl)cc2c1-c1ccc(Cl)cc1/C2=C/c1ccc(Cl)cc1 (stereo not drawn) | ? | . | . | .
C[C@@H]1CC(=O)NN=C1c1ccc(NN=C(C#N)C#N)cc1 | 7% | . | . | .
Cc1ccc(Nc2c(F)cccc2Cl)c(CC(=O)O)c1 | 26% | . | . | .
COc1cccc2c(NCc3ccccc3)nc(-n3c(N)nc4ccccc43)nc12 | 20% | . | . | .
O=C(NC1CCC1)c1ccc(C#Cc2cccc(F)c2)nc1 | -7% | . | . | .
Cc1nc2nc(NC(=O)c3cccc(Cl)c3)[nH]n2c(=O)c1Cc1ccccc1 | -17% | . | 13% | 6%

(more compounds)
structure | FUS suppressor | aSyn yeast inh | PTHR1 ag | TDP-43 yeast inh
COc1ccc2c(CNCCc3ccccc3OC)c(C(=O)O)n(Cc3ccc(F)cc3Cl)c2c1 | ? | . | -5% | -1%
Cc1cc(NC(=O)C2CCN(S(=O)(=O)c3ccc4[nH]c(=O)oc4c3)CC2)ccc1Br | 42% | . | -1% | 14%
Cc1ccc(Cc2c(C)nc3c(-c4ccccc4)c(C)[nH]n3c2=O)cc1 | 4% | . | -23% | 9%
CCOc1ccccc1NC(=O)CSc1nc2ccccc2c2nc(CCn3cncc3C)nn12 | 29% | . | i | -6%
Cc1cc(Cl)ccc1NC(=O)Cn1nc(C)c2c(C)n(-c3ccccc3)nc2c1=O | 3% | . | i | 27%
Cc1ccc(CNC(=O)C2CCN(S(=O)(=O)c3c(C)noc3/C=C/c3ccccc3F)CC2)o1 | -15% | . | -9% | 0%
COc1ccc(NC(=O)C2CCCN(c3nnc(C)c4c(C)n(-c5ccccc5)nc34)C2)cc1Cl (stereo not drawn) | ? | . | i | 10%
COc1ccc(Cn2c(CCC(=O)Nc3cccc(OC)c3)nc3cccnc32)cc1 | 20% | . | -8% | 9%
COc1cc(C(=O)NC(c2ccccc2Cl)c2cc(Cl)c3cccnc3c2O)cc(OC)c1OC (stereo not drawn) | 31% | . | -22% | 11%

Bioassay records from PubChem BioAssay.

Some of the compounds tested, so the mix of outcomes need not match the whole.
